Mcl1-Bid inh – disrupts binding of human Mcl-1 to Bid peptide; AID 1021; TR-FRET Mcl-1/Bid-Dy647 peptide binding, 1536-well; inhibition, % at 21.7 µM; 220,000 compounds, 0.97% hits; Q07820;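 active means compounds that cut the binding signal by more than half at the single screening dose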;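 further: His-tagged Mcl-1 with europium anti-His antibody binding Bid BH3 peptide; 0% = Mcl-1 plus peptide wells and 100% = peptide-only wells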
Target sequence (Q07820 whole entry, looked up): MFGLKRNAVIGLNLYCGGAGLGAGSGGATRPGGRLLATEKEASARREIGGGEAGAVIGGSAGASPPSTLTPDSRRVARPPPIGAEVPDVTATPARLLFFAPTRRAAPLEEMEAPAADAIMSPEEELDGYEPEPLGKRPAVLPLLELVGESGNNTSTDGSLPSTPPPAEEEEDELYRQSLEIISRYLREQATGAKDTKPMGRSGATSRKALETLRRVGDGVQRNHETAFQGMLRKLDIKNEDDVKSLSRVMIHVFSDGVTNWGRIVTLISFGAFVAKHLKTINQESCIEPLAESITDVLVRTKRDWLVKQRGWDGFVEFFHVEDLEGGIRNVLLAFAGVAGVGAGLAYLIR
Rab7 wt modul – modulators of GTP binding to dog Rab7 wildtype GTPase. GST-Rab7 beads, fluorescent GTP binding, flow cytometry; actives lie on both sides; untreated = 100%, excess cold GTP = 0%. GTP binding activity (percent of control), % at 10 µM. 190,000 compounds, 0.055% hits. AID 758;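 active means fluorescent GTP binding to Rab7 beads changed by at least 20 points from the 100% baseline, either direction, mostly lower; inconclusive means compound itself probably fluorescent, or too few beads counted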;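 further: median green fluorescence of bound Bodipy-FL-GTP per Rab7 bead population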
GSH bead fluor – compound fluoresces at 488/530 nm on GSH beads | GSH beads flow cytometry, compound fluorescence 488/530 nm; active compounds read high | fluorescence (KMESF) at 10 µM | 190,000 compounds, 0.25% hits | AID 1776; in the data active means fluorescence above about 89;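 further: glutathione beads carrying GST-tagged Bcl family fusion proteins plus one bare bead set; values are compound well signal with DMSO vehicle wells as background; inactives centre near 16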
Mcl1-Noxa inh – Mcl-1/Noxa interaction inhibition | Q07820 | TR-FRET Mcl-1/Noxa peptide binding, 2 h | inhibition, % at 21.7 µM | 220,000 compounds, 1.5% hits;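 active means compounds that cut the protein-peptide binding signal by more than 50% relative to plate controls in a single-dose test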;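 further: His-tagged Mcl-1 with rhodamine Noxa BH3 peptide and terbium anti-His antibody; 0% = Mcl-1 plus Noxa peptide wells and 100% = peptide-only wells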
Rac1 act GTP bind – human Rac1 activated mutant GTP binding change; percent activity (GTP binding), % at 10 µM; AID 764; GST-Rac1 activated beads, fluorescent GTP binding, flow cytometry; actives lie on both sides; 100% means binding = to untreated wells; P63000; 190,000 compounds, 0.11% hits;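 active means GTP binding at least 20 percentage points away from the 100% baseline, in either direction, so actives lie on both sides; inconclusive means Compound likely fluorescent itself, or too few beads counted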
Pf gamet viab – kills late stage P. falciparum gametocytes. inhibition, % at 10.9 µM. P. falciparum stage V gametocytes, ATP luminescence, 24 h. 150,000 compounds, 0.065% hits;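 active means inhibition above the mean plus 3 SD of compounds within the control limits, set per campaign, cut at about 38% in these data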;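 further: 0% = DMSO wells and 100% = medium only without gametocytes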
Rac1 wt GTP bind – alters GTP binding to wildtype human Rac1. P63000. GST-Rac1 beads, fluorescent GTP binding, flow cytometry; actives lie on both sides; 0 = cold GTP competed, 100 = untreated. GTP binding activity (% of control), % at 10 µM. 190,000 compounds, 0.27% hits;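 active means GTP binding activity at least 20 points away from the 100% control level, either lower or higher; inconclusive means compound flagged as likely green fluorescent, judged across all proteins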
Rab2A wt mod – changes GTP binding to wildtype dog Rab2A, up or down | AID 760 | 190,000 compounds, 0.19% hits | GST-Rab2 wt beads, Bodipy-GTP binding, flow cytometry | GTP binding activity, % at 10 µM;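 active means GTP binding activity at least 20 points away from 100%, either lowered or raised; inconclusive means signal likely due to the compound's own green fluorescence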;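 further: 0% = beads with excess unlabeled GTP and 100% = no-compound control corrected for plate trend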
HRas wt GTP bind – modulators of GTP binding to human HRas wildtype; GST-Ras wt beads, Bodipy-FL-GTP binding, flow cytometry; actives lie on both sides; 190,000 compounds, 0.14% hits; P01112; GTP binding activity, % at 10 µM;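 active means GTP binding activity at least 20% away from the 100% baseline, either lowered as inhibitor or raised as activator; inconclusive means flagged as likely green fluorescent, judged across all proteins in the well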;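 further: 0% = unlabeled GTP competition control and 100% = no-compound control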
Target sequence (P01112 whole entry, looked up): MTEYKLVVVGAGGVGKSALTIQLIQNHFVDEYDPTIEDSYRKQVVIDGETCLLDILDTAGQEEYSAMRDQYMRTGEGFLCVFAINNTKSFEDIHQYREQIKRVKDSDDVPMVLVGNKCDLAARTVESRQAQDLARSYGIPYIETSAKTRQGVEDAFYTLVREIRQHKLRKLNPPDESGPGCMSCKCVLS
Cdc42 wt GTP – human Cdc42 wildtype GTP binding change, either direction. AID 761. GST-Cdc42 beads, Bodipy-GTP binding, flow cytometry; actives lie on both sides. 190,000 compounds, 0.2% hits. percent activity (GTP binding), % at 10 µM;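 active means percent activity GTP binding at least 20 points away from the 100% baseline, either down as inhibitor or up as activator; inconclusive means compound flagged as likely green fluorescent from well-wide comparison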;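 further: median bead fluorescence of bound Bodipy-FL-GTP at 100 nM; 0% = excess unlabeled GTP control and 100% = no compound control; below 100% means less GTP binding so inhibitor and above means activator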
Target sequence (P60953 whole entry, looked up): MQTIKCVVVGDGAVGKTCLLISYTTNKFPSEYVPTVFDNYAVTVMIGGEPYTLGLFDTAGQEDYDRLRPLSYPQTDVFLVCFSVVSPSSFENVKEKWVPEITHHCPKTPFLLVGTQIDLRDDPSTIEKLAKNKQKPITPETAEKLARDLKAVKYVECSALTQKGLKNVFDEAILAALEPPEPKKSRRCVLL
Avidin fluor – avidin bead compound fluorescence profile. Avidin beads, compound fluorescence 488/530 nm, flow cytometry; active compounds read high. fluorescence (KMESF) at 10 µM. 220,000 compounds, 0.38% hits; in the data active means fluorescence above about 47; further: inactives centre near 10
Starred values were filed as active, the others as inactive; ? = inconclusive; / = not tested or not shown.

Molecule	Mcl1-Bid inh	Rab7 wt modul	GSH bead fluor	Mcl1-Noxa inh	Rac1 act GTP bind	Pf gamet viab	Rac1 wt GTP bind	Rab2A wt mod	HRas wt GTP bind	Cdc42 wt GTP	Avidin fluor
COc1ccc(-c2nsc(C(=O)N(c3ccc(F)cc3)C(C(=O)NC3CCCC3)c3ccc(OC)cc3)c2N)cc1 (stereo not given)	-8	101	29	-3	99	-11	102	101	101	101	5
CC(C)(C)c1ccc(COC(=O)CNC(=O)CNC(=O)Cc2ccccc2)cc1	-14	100	62	-13	99	/	105	104	104	104	15
Cc1cc(N2CCN(C/C=C/c3ccccc3)CC2)n2ncnc2n1	-20	105	24	5	99	/	106	103	104	104	17
COc1ccccc1NC(=O)CSc1nnnn1-c1ccc(C(=O)O)cc1	-3	104	18	25	95	-49	98	100	96	95	9
Cc1nnc(SCC(=O)Nc2ccc(N(C)C)cc2)n(N)c1=O	-47	105	8	-20	94	8	95	100	96	97	20
Cc1nc(NC(=O)CC(C)C)sc1-c1csc(Nc2ccc(Cl)cc2Cl)n1	-7	95	24	18	96	-25	98	97	96	97	20
CCC(C)NC(=O)Cn1c(=O)n(CCCC(=O)NCc2ccccc2Cl)c(=O)c2ccccc21 (stereo not given)	-10	107	24	2	101	-4	104	107	104	103	27
N#C/C(=C(/O)C(Cl)c1ccccc1)c1nc2ccccc2s1 (stereo not given)	-43	100	13	-14	96	-7	98	97	98	97	12
O=[N+]([O-])c1ccc(Cl)cc1NCCCN1CCOCC1	-8	101	12	19	102	-28	108	100	103	103	12
C=CCn1c(SCC(=O)Nc2ccccc2-c2ccccc2)nc2cc(C(=O)O)ccc2c1=O	-3	99	15	7	92	22	95	96	96	93	9
COc1ccccc1NCC(=O)N/N=C/C=C/c1ccccc1	-41	104	12	14	98	-21	103	99	100	101	10
Cc1ccccc1NC(=O)CSc1nnc(Cc2cccn2C)n1-c1ccc(F)cc1	-14	98	23	9	98	/	102	99	98	95	4
N#C/C(=C/c1ccc([N+](=O)[O-])cc1)C(N)=O	-23	99	7	-13	94	/	94	95	94	93	22
O=C(c1ccc2c(c1)OCO2)N(Cc1cccs1)C1(C(=O)NC2CCCCC2)CCCCC1	9	98	19	-7	98	7	100	98	99	99	13
COc1cccc(N2CCN(C(=O)CCCCCNc3nc(=S)[nH]c4ccccc34)CC2)c1	-44	98	5	21	89	-4	74*	83	83	79*	9
COC1(OC)N=C(NC(=O)Nc2ccccc2)C2(C#N)C(c3ccccc3)C12C#N (stereo not given)	/	97	32	/	97	/	101	101	101	101	6
COC(=O)CC(NS(=O)(=O)c1cccs1)c1ccccc1Cl (stereo not given)	-7	104	41	0	100	/	107	106	105	106	8
CCCOc1ccc(C(C)=O)cc1CSc1nc(O)cc(=O)[nH]1	-64	102	51	-5	96	/	115	102	102	109	12
CCOC(=O)CCSc1nc(C)cc(C(F)(F)F)c1C#N	-8	108	22	-24	103	/	106	106	105	108	12
O=C(COc1cccc2cccnc12)Nc1ccccc1N1CCOCC1	-18	108	19	10	98	-6	100	101	100	96	5
CC(/C=C/c1ccc2c(c1)OCO2)=N/NC(=O)c1ccc(C)nc1	-7	102	12	9	101	/	108	101	102	105	11
CC/C(=N\NC(=O)CSCc1ccccc1Cl)c1ccc2c(c1)OCCO2	9	103	11	6	100	/	101	97	99	101	8
CCCOc1ccc(CNC(=S)N/N=C/c2ccc([N+](=O)[O-])cc2)cc1	20	104	16	25	99	-8	107	102	101	100	7
CCN(CC)S(=O)(=O)c1cc(C(=O)Nc2ccccc2C(=O)O)ccc1OC	-2	96	30	26	96	-12	94	94	96	94	11
CC1CCN(C(=O)CNC(=O)Cn2ccc3ccccc3c2=O)CC1	-14	102	20	-13	102	/	103	101	101	102	8
O=C(NCCN1CCN(c2ccccc2F)CC1)C1c2ccccc2C(=O)N2CCc3ccccc3C12 (stereo not given)	-88	101	30	0	100	/	108	101	101	103	14
COC(=O)CNC(=O)COC(=O)c1cc(Cl)cc(Cl)c1N	-13	99	22	16	96	-2	102	98	98	96	31
CS(=O)(=O)NCCSCc1ccc(Cl)cc1	-49	103	16	-4	101	/	105	104	105	105	5
CCCC1=NN2C(=N)/C(=C\c3cc(C)n(-c4cc(C)cc(C)c4)c3C)C(=O)N=C2S1	-57	?	21	12	?	/	?	?	?	?	13
Cc1cc(C)c(C#N)c(SCc2nc3ccccc3c(=O)[nH]2)n1	1	96	15	7	95	28	97	95	96	96	7
CC1=CC(=C(C#N)c2nc3ccccc3s2)C=C(C)N1Cc1ccco1	-10	104	12	25	97	9	103	102	100	102	33
c1ccc(CN(Cc2ccco2)C(c2ccncc2)c2nnnn2C2CCCC2)cc1 (stereo not given)	-18	98	23	-2	99	/	99	101	102	101	13
Cc1ccc(C(=O)NCCN(C)C)c(C)c1	16	99	48	16	98	/	102	98	99	102	10
COC(=O)c1[nH]c(C)c(/C(O)=C2\C(=O)C(=O)N(CCN(C)C)C2c2ccc(C)o2)c1C (stereo not given)	-10	95	19	12	99	/	96	100	97	97	3
COC(=O)c1cc(NC2c3ccccc3C(=O)N2c2ccc(Cl)cn2)cc(C(=O)OC)c1 (stereo not given)	18	105	16	-7	101	/	105	100	102	102	27
C=CCn1c(C)c(C(C)=O)c(N2CCCC2)nc1=S	-46	105	21	4	101	/	104	105	105	104	17
CCC(C)(C)NC(=O)c1ccc(Sc2nncn2C)c([N+](=O)[O-])c1	-13	100	4	7	100	-18	103	98	100	101	12
Cc1cccc(NC(=O)COC(=O)c2cc3ccccc3oc2=O)c1	-21	100	19	-8	97	-25	96	97	95	95	10
CN(C(=O)c1ccccc1C(=O)c1ccccc1)C1CCS(=O)(=O)C1 (stereo not given)	6	100	14	9	98	-1	101	100	100	98	9
CN1CC(=O)N/C1=N\C(=O)Nc1ccc2c(c1)N(C)C(=O)CS2	-16	97	36	9	95	/	94	97	95	94	10
O=C(/C=C/c1ccc(F)cc1)Nc1nc2ccccc2[nH]1	-1	103	11	1	102	/	104	101	104	100	16
CCCCn1c(-c2c(Cl)c(C)nn2C)n[nH]c1=S	-2	94	18	27	91	-33	96	96	94	101	11
O=C(COC(=O)Cc1ccc(F)cc1)NCc1ccco1	-22	95	11	7	95	49*	104	94	96	93	22
CC(C(=O)NC1C(=O)N2C(C(=O)O)=C(CSc3nnnn3C)CSC12)n1cc(Br)cn1 (stereo not given)	-15	102	10	15	94	4	96	97	97	96	8
COc1cc(NC(=O)C2CCC(CNc3c(N4CCCCC4)c(=O)c3=O)CC2)cc(OC)c1 (stereo not given)	-30	95	15	23	97	/	94	94	95	93	7
CCCc1nnc(N2C(=O)c3cccc4cccc(c34)C2=O)s1	2	104	24	12	102	5	109	103	104	106	32
Cc1csc(SCC(=O)Nc2sc3c(c2C#N)CCC3)n1	-13	105	24	20	100	/	107	104	105	105	11
CCCc1ccc(OCC(O)CN2CCN(c3ccccc3)CC2)cc1 (stereo not given)	-7	97	38	13	95	/	94	97	94	96	2
CC1(C)CC(=O)N(c2ccccc2)C1(C)O (stereo not given)	-8	99	21	-17	99	9	104	100	101	103	26
C=CCn1c(SCC(=O)C(C)(C)C)nnc1-c1cccs1	-8	96	39	15	99	/	106	98	100	100	7

Next compounds follow:
Molecule	Mcl1-Bid inh	Rab7 wt modul	GSH bead fluor	Mcl1-Noxa inh	Rac1 act GTP bind	Pf gamet viab	Rac1 wt GTP bind	Rab2A wt mod	HRas wt GTP bind	Cdc42 wt GTP	Avidin fluor
COc1ccc(CCNC(=O)COC(=O)c2cnccn2)cc1	-25	100	30	4	101	/	107	104	101	103	12
COc1ccc(-n2c(=S)[nH]c3cc(C(=O)Nc4ccccc4OC)ccc3c2=O)cc1	23	102	9	1	101	-15	104	104	102	106	10
CC(Sc1nnc(Cc2cccs2)n1C1CCCCC1)C(N)=O (stereo not given)	-16	100	20	-6	101	-18	104	105	105	104	9
CCOc1cc(S(=O)(=O)NCc2ccccc2)ccc1F	-2	99	29	-3	99	-4	102	101	100	103	13
CC(C)N(CC#CCC(O)(c1ccccc1)c1ccccc1)CCO	-24	103	12	-3	97	-10	102	101	101	98	12
CCC(C)NC(=O)Nc1ccccc1F (stereo not given)	-3	97	12	6	102	2	103	102	104	107	15
CN(c1ccc(C(=O)NCc2ccco2)cc1)S(C)(=O)=O	-31	97	42	42	95	/	100	99	97	99	14
COc1cccc(-c2nnc(SCc3cccnc3)o2)c1	-8	100	14	6	96	-1	102	100	99	100	26
COc1ccc([C@@H]2C(C#N)=C(N)S[C@@H](c3ccccc3)[C@@H]2[N+](=O)[O-])cc1	-7	99	8	12	101	3	105	101	103	97	4
COc1cccc(C(=O)NC2CC3CCCC(C2)N3CC(=O)Nc2ccc(N(C)C)cc2)c1 (stereo not given)	-45	104	12	34	100	12	106	104	102	103	7
CCCCCn1cnc2sc(-c3ccccc3)cc2c1=O	6	101	29	19	100	/	104	103	104	103	7
COc1cccc(C(=O)Nc2cccc(-c3nnc(-c4ccco4)o3)c2)c1	-3	100	9	9	95	6	97	97	97	99	24
Cc1cc2c(c(=O)n1Cc1ccccn1)C(c1ccc3c(c1)OCO3)C(C#N)=C(N)O2 (stereo not given)	-10	95	19	21	93	16	93	96	96	96	29
O=C(NC1CCCC1)C(c1ccsc1)N(Cc1ccccc1)C(=O)Cc1cccs1 (stereo not given)	5	96	16	8	101	/	104	98	100	102	36
Nc1cc(=O)[nH]c(SCC(=O)Nc2ccccc2Sc2ccc(Cl)cc2)n1	-10	105	59	4	97	9	102	101	100	96	21
COc1ccc2[nH]c(=O)c(CN(CCCN(C)C)C(=O)Nc3ccccc3)cc2c1	-6	95	15	20	94	/	92	94	93	94	13
O=C(CCc1ccc(S(=O)(=O)N2CCOCC2)cc1)N/N=C/c1ccc(O)c(O)c1O	4	99	8	73*	101	/	103	93	96	101	8
COc1ccc(NCc2nnc(SCC(=O)Nc3cc(C(F)(F)F)ccc3Cl)o2)cc1	-25	101	32	19	100	21	104	101	100	101	12
Cc1c(-c2ccccc2)n[nH]c1C(=O)NN	-35	107	13	-4	96	-8	96	98	96	95	8
CCN(CC)C(=O)c1ccc2c(=O)n(CCOC)c(=S)[nH]c2c1	-35	94	4	2	95	/	99	95	97	99	6
COc1ccccc1Nc1ccc(S(=O)(=O)N2CCCCC2)cc1[N+](=O)[O-]	-9	102	10	-6	99	/	106	102	104	102	17
